Source: PubChem BioAssay (National Center for Advancing Translational Sciences (NCATS))
KCNH2 3.1 inh: inhibitors of human KCNH2 3.1 potassium channel isoform. U2OS KCNH2 3.1, thallium flux FluxOr; stronger effect = lower value. activity change, % (tested at about 1.8 µM). 340,000 compounds, 0.95% hits. AID 720553;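 active = maximum activity change below -70%; inconclusive = maximum activity change from -70% to -50%; inactive = maximum activity change above -50%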;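 note: thallium influx rate constant from kinetic fluorescence after stimulation buffer; % is set by controls: 0 for no effect and ±100 for the full control effect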
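Thallium flux via FluxOr fluorescence (Red40 quencher, 45 min loading) in U2OS cells virally expressing the KCNH2 3.1 isoform (1.77 x 10^8 /mL virus, overnight at 37 C). Rate constants from 2-min kinetic reads post-stimulation, normalised to positive and negative controls.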
TRPV1 agonist: activates the human vanilloid receptor TRPV1; 320,000 compounds, 0.19% hits; Q8NER1; TRPV1-expressing cells, Fluo-8 calcium influx, agonist mode; activation, % at 8.33 µM; AID 540275; in the data active = activation above about 80%; inconclusive = between about 30% and that limit; note: 0% is about no effect
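Fluo-8 calcium influx in TRPV1-expressing cells, kinetic read (ex 480/em 520 nm). Compound added and read 3 min for agonist activity, followed by capsaicin at EC20 final and 2 min further read for enhancement.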
GALK inhibitor: inhibitors of human galactokinase; Purified GALK, Kinase-Glo residual ATP luminescence; Potency, µM (top dose mostly 57.5 µM), for the others: at the highest dose activity change, negative = inhibition, hits mostly inhibitors; 270,000 compounds, 0.007% hits; AID 1868; note: potency is the fitted concentration of half-maximal effect; % is set by controls: 0 for no effect and ±100 for the full control effect
Target sequence (P51570 whole entry, looked up): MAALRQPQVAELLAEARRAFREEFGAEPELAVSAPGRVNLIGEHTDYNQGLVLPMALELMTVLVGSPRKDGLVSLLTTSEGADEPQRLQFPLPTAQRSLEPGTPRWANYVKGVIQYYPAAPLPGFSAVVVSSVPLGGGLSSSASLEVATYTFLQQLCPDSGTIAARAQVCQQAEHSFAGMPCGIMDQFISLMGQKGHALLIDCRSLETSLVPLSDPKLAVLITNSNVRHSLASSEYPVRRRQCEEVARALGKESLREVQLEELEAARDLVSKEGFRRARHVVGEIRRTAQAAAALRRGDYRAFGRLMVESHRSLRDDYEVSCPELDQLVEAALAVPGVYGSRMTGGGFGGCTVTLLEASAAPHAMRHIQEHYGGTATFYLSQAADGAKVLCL
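Quantitative HTS: GALK 5 nM, ATP 35 uM, galactose 100 uM, 1 h room temperature, then luciferase-based ATP detection.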
MBNL1 CUG block: MBNL1-poly(CUG) RNA binding inhibition; Q9NR56; TR-FRET MBNL1-His/biotin-(CUG)12 binding, 665/545 ratio; Potency, µM (doses to about 57.5 µM), without a hit: at the highest dose activity change, negative = inhibition, hits mostly inhibitors; 280,000 compounds, 0.036% hits; AID 2675; active = well fitted inhibition curve with a large enough effect in the signal ratio, with a control signal flat, not every such curve was filed as active; inconclusive = small, poorly fitted or top-dose-only effect, or effect the other way, or a change in a side signal; inactive = no such curve, though single readings can be large or run the other way; the % refers to the signal ratio; note: potency is the fitted concentration of half-maximal effect; % is set by controls: 0 for no effect and ±100 for the full control effect
Target sequence (Q9NR56 whole entry, looked up): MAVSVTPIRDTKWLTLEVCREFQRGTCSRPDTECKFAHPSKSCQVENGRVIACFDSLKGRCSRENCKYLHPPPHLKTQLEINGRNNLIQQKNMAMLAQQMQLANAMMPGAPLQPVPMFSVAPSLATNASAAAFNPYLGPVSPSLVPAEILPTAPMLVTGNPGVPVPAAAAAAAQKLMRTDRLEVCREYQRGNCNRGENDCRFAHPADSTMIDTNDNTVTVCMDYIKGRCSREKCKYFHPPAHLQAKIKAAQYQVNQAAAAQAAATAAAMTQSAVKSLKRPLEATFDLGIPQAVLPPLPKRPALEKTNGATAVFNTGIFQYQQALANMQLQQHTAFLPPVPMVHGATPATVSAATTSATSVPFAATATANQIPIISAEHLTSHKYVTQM
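Ratiometric TR-FRET (665 over 545 nm, excitation 340 nm) tracks disruption of MBNL1-His/biotin-(CUG)12 complex after 60 min at room temperature, with compounds at 92 nM to 58 uM final.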
ASM inhibitor: human S-ASM enzyme inhibition; Potency, µM (series often up to 57.5 µM), without a hit: at the highest dose activity change, negative = inhibition, most hits filed as inhibitors; placental ASM, HMU-PC fluorogenic substrate, 60 min; P17405; 340,000 compounds, 0.006% hits; AID 504937; note: potency is the fitted concentration of half-maximal effect
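qHTS format. ASM enzyme prepared from human placenta hydrolyses the fluorogenic substrate HMU-PC0 (9 uM final) over 60 min at 37 °C after a 10 min compound preincubation.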
AT treatment: candidate therapy for ataxia-telangiectasia; […] A-T fibroblasts, KAP-1 phosphorylation AlphaLISA; neocarzinostatin DNA damage 30 min before lysis; 320,000 compounds, 0.19% hits; Potency, µM (titrated, usually from 57.5 µM), without a hit: at the top dose activation, usual class: activators; note: potency is the fitted concentration of half-maximal effect; % of control where 0% means no effect; nearly all actives have a fitted effect of over 45% in size
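hTERT-immortalized A-T patient fibroblasts ([…]), 500 cells/well in OPTI-MEM, 1% FBS, got compounds for 60 min, then NCS for 30 min at 37C. Lysates were then assayed for phospho-KAP-1 by AlphaLISA (anti-pKAP1 donor, anti-KAP1 acceptor beads), 6 hr at 25C.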
KCNH2 WT inh: inhibitors of human wildtype KCNH2 potassium channel; Q12809; U2OS, BacMam KCNH2, thallium flux FluxOr; stronger effect = lower value; activity change, % at 1.84 µM; 340,000 compounds, 0.37% hits;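 active = maximum activity change below -70%; inconclusive = maximum activity change between -70% and -50%; inactive = maximum activity change above -50%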; note: % is set by controls: 0 for no effect and ±100 for the full control effect
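U2OS cells were transduced with wild-type KCNH2 virus (2.03 x 10^8 / mL) for 4 h at room temperature, then cultured overnight at 37 C. Thallium flux was read with FluxOr dye. Rate constants were normalized to DMSO controls.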
Integrin act MD: activators of alpha7 integrin expression for muscular dystrophy. alpha7betagal myoblasts, beta-gal FDG fluorescence, 48 h. Potency, µM (top dose mostly 38.3 µM), for the others: top-dose activation, hits mostly activators. 350,000 compounds, 0.064% hits. AID 624291;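 note: potency is the fitted concentration of half-maximal effect; 100% = response of the positive control SU9516; nearly all actives have a fitted effect of over 60% in size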
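alpha7betagal+/- myoblasts (passage 13, 250/well) treated 48 h at 37C with compounds at 1:260 dilution of DMSO stock. Lysed, then beta-galactosidase activity read as FDG fluorescence (ex 480/em 540) after 30 min, with pre-read for autofluorescence.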
Coupling enz: coupling enzyme interference in Giardia aldolase counter-screen. coupling enzyme system counterscreen, AmpLite Red fluorescence. activity change, negative = inhibition, % at 58.2 µM, hits read low. 290,000 compounds, 0.67% hits. AID 2472; in the data active = activity change below about -30%; note: % is set by controls: 0 for no effect and ±100 for the full control effect
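Fluorescence at 525 nm excitation and 598 nm emission measured inhibition of the coupled detection system without aldolase. Compounds (at 57.5 uM final) were preincubated 10 min at room temperature with coupling enzyme reagent before a 20 min substrate/AmpLite Red step.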
CXXC DNA block: blocks binding of human MLL CXXC domain to DNA; MLL-CXXC / FITC-HOXA9 DNA fluorescence polarization; Potency, µM (highest dose often 115 µM), inactives show top-dose activity change, negative = inhibition, usual class: inhibitors; 290,000 compounds, 0.037% hits; active = well fitted inhibition curve with a large enough effect in the polarisation, with a control signal flat, not every such curve was filed as active; inconclusive = small, poorly fitted or top-dose-only effect, or effect the other way, or a change in a side signal; inactive = no such curve, though single readings can be large or run the other way; the % refers to the polarisation; note: potency is the fitted concentration of half-maximal effect
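Steps: dispense CXXC domain solution (7 uM) → pin compounds or unlabeled HOX-A9 DNA control → 5 min ambient → add FLSN-HOX-A9 solution (50 nM) → spin → 30 min ambient → fluorescence polarization. Tris pH 7.5/NaCl/DTT/BSA buffer.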
Starred values were filed as active, the others as inactive; u = inconclusive; x = not tested or not shown; [ ] = another dose, or the depositor's remark. Unless noted, calls come from the whole dose curve; as a rule, active = well fitted curve in the direction sought with a large enough effect; inconclusive = small, poorly fitted or top-dose-only effect, or another doubt; inactive = no such curve, though single readings can be large; an effect the other way counts as inactive or inconclusive.

[1] Clc1ccc2c(c1)C1OCCC1C(c1ccco1)N2 (configuration not stated)
[2] Cc1nn(-c2ccccc2)c(C)c1/C=N/NC(=O)c1cc(C(C)(C)C)[nH]n1
[3] O=C(OCc1ccc([N+](=O)[O-])cc1)c1cc(S(=O)(=O)N2CCCCC2)ccc1N1CCOCC1
[4] Cc1ccc(OCCOCCN2CCN(C)CC2)c(C(C)(C)C)c1
[5] CSc1ccccc1C(=O)NC1CCCc2ccccc21 (configuration not stated)
[6] O=C1CCN(Cc2ccccc2)CCN1[C@H](CSc1ccccc1)c1ccccc1
[7] O=C(Nc1ccc(Cl)cc1)Nc1ccccc1Sc1ncc([N+](=O)[O-])s1
[8] COC(=O)C1(C)NC(c2ccc(O)cc2)C2C(=O)N(c3ccc(C)cc3)C(=O)C21 (configuration not stated)
assay / entry	1	2	3	4	5	6	7	8
KCNH2 3.1 inh	4	-9	-80*	0	1	8	-12	-10
TRPV1 agonist	2	-5	7	-4	0	7	2	1
GALK inhibitor	0%	1%	x	0%	-1%	x	-4%	-1%
MBNL1 CUG block	u	5%	x	-2%	3%	0%	u	5%
ASM inhibitor	60%[activator]	-3%	-2%	-2%	1%	5%	-20%	-2%
AT treatment	9%	-4%	7%	7%	-4%	1%	-4%	-1%
KCNH2 WT inh	9	-6	-93*	8	10	9	-5	-5
Integrin act MD	-22%	-2%	-6%	-39%	16%	-2%	29%	8%
Coupling enz	-5	10	x	-2	-2	4	-1	-1
CXXC DNA block	4%	0%	x	-8%	2%	6%	-10%	1%

[9] Cc1cc(C(=O)NC2CCCCC2)c(C)n1-c1ccc(F)cc1
[10] CCCOc1ccc(N2C(=O)CC(N3CCOCC3)C2=O)cc1 (configuration not stated)
[11] CCO[C@@H]1OC(C(=O)N2CCCCCCC2)=C[C@H](c2cn(C(C)=O)c3ccccc23)[C@H]1CCCO
[12] O=C(Nc1ccc(Cl)cc1)N1CCN(c2ccccc2)CC1
[13] CC(C)=N/N=C(\N)SCc1ccccc1
[14] O=C(NCc1ccc(F)cc1)Nc1cccc([N+](=O)[O-])c1
[15] COc1ccccc1NC(=S)N1CCCC1
[16] COC(=O)C(CO)NC(=O)C1CCCN1C(=O)CNC(=O)OCc1ccccc1 (configuration not stated)
assay / entry	9	10	11	12	13	14	15	16
KCNH2 3.1 inh	-7	2	-7	-5	1	-3	5	2
TRPV1 agonist	u	-3	9	u	1	u	1	1
GALK inhibitor	-3%	-3%	-2%	-1%	0%	0%	2%	-1%
MBNL1 CUG block	-3%	-3%	-3%	10%	-7%	12%	3%	-5%
ASM inhibitor	-1%	1%	-1%	-1%	4%	-2%	2%	0%
AT treatment	-4%	-4%	-7%	3%	4%	5%	-3%	17%
KCNH2 WT inh	16	-6	3	-8	5	9	9	17
Integrin act MD	-27%	7%	-16%	2%	8%	26%	0%	0%
Coupling enz	-9	1	1	1	0	1	4	3
CXXC DNA block	13%	-11%	22%	-16%	1%	13%	10%	-17%

3 compounds already listed, ordered by their value in GALK inhibitor, rising:
entry | Molecule | GALK inhibitor
10 | CCCOc1ccc(N2C(=O)CC(N3CCOCC3)C2=O)cc1 (configuration not stated) | -3%
12 | O=C(Nc1ccc(Cl)cc1)N1CCN(c2ccccc2)CC1 | -1%
14 | O=C(NCc1ccc(F)cc1)Nc1cccc([N+](=O)[O-])c1 | 0%

Remaining list, next part.
[17] CC(=O)N1c2ccc(Cl)cc2C2C=CCC2C1c1cccc2ccccc12 (configuration not stated)
[18] CCc1ccc2c(c1)C1(NN=C(c3cccc4ccccc34)S1)C(=O)N2 (configuration not stated)
[19] Cc1ccc(C)c2[nH]c(=O)c(CN(Cc3ccco3)C(=O)Nc3ccccc3)cc12
[20] CC(=O)N1CCN(c2ccc([N+](=O)[O-])c(-n3nc(C)cc3C)c2)CC1
[21] COc1ccc(C)cc1NC(=O)C(C)N1CCOCC1 (configuration not stated)
[22] Nc1nc(NC(=O)c2ccco2)nn1-c1ccccc1
[23] C=CCn1c(COc2cccc(C)c2)nnc1SCC(=O)NC(=O)NCc1ccco1
[24] O=C(Nc1cccnc1)c1cc2cc(Br)ccc2oc1=O
assay / entry	17	18	19	20	21	22	23	24
KCNH2 3.1 inh	-10	x	-1	-13	2	3	-6	-17
TRPV1 agonist	26	3	0	-4	-3	0	-3	1
GALK inhibitor	1%	0%	3%	-2%	4%	9%	0%	0%
MBNL1 CUG block	x	37%	3%	x	2%	4%	9%	u
ASM inhibitor	-18%	x	-19%	-1%	3%	1%	1%	-5%
AT treatment	-10%	-5%	-10%	-5%	-2%	1%	-4%	2%
KCNH2 WT inh	16	x	-1	-2	-12	1	1	-3
Integrin act MD	-16%	x	11%	1%	22%	-2%	-22%	-34%
Coupling enz	-8	-7	0	0	4	-1	1	1
CXXC DNA block	0%	1%	1%	0%	-11%	3%	6%	66%[activator]

3 structures already listed, ordered by molar mass, descending:
[17] CC(=O)N1c2ccc(Cl)cc2C2C=CCC2C1c1cccc2ccccc12 (configuration not stated)
[9] Cc1cc(C(=O)NC2CCCCC2)c(C)n1-c1ccc(F)cc1
[21] COc1ccc(C)cc1NC(=O)C(C)N1CCOCC1 (configuration not stated)
assay / entry	17	9	21
KCNH2 3.1 inh	-10	-7	2
TRPV1 agonist	26	u	-3
GALK inhibitor	1%	-3%	4%
MBNL1 CUG block	x	-3%	2%
ASM inhibitor	-18%	-1%	3%
AT treatment	-10%	-4%	-2%
KCNH2 WT inh	16	16	-12
Integrin act MD	-16%	-27%	22%
Coupling enz	-8	-9	4
CXXC DNA block	0%	13%	-11%

More entries follow.
[25] O=C1NC2=C(C(=O)CCC2)C(c2cccc([N+](=O)[O-])c2)N1 (configuration not stated)
[26] CCC(C)c1ccc2oc(-c3ccc(NC(=O)c4ncn[nH]4)cc3)nc2c1 (configuration not stated)
[27] O=C(CCCC(=O)OCC(Cl)=C(Cl)Cl)Nc1ccccc1F
[28] c1ccc(CCNc2c3c(nc4ncnn24)CCC3)cc1
[29] O=C(COc1ccccc1O)NCCN1CCOCC1
[30] Cc1csc(NC(CO)c2nc3ccccc3n2CCOCCO)n1 (configuration not stated)
[31] CC(C)n1c(O)c(N=NC(=O)C2COc3ccccc3O2)c2ccccc21 (configuration not stated)
[32] COc1ccccc1Nc1nc(N)nc(CSc2nccn2C)n1
assay / entry	25	26	27	28	29	30	31	32
KCNH2 3.1 inh	-2	8	-6	-10	-20	14	2	-1
TRPV1 agonist	0	-9	u	u	-5	x	6	-1
GALK inhibitor	0%	3%	1%	5%	7%	x	0%	0%
MBNL1 CUG block	u	-2%	-21%	2%	4%	x	13%	-2%
ASM inhibitor	4%	8%	4%	-4%	2%	7%	-11%	1%
AT treatment	-10%	-4%	-1%	13%	-3%	x	-4%	0%[11.5 µM]
KCNH2 WT inh	9	-4	-5	-24	0	9	-12	-1
Integrin act MD	-3%	19%	13%	-4%	-10%	2%	4%	27%
Coupling enz	0	-1	1	-1	0	x	-3	-2
CXXC DNA block	-2%	1%	1%	1%	8%	x	-1%	-1%

[33] CCc1c(C)[nH]c(=S)c(C#N)c1C
[34] Cc1ccc(/C=N/NC(=O)c2ccoc2C)s1
[35] CCOC(=O)c1c(C)n(C)c2ccc(O)c(CN3CCCCC3)c12
[36] CN(Cc1nc2ccccc2c(=O)[nH]1)Cc1cc(=O)oc2ccc3ccccc3c12
assay / entry	33	34	35	36
KCNH2 3.1 inh	-2	2	12	-1
TRPV1 agonist	-1	16	2	2
GALK inhibitor	1%	3%	-2%	-3%
MBNL1 CUG block	1%	u	-7%	1%
ASM inhibitor	3%	6%	0%	-5%
AT treatment	5%	-4%	4%	7%
KCNH2 WT inh	2	17	1	2
Integrin act MD	-11%	21%	-47%[inhibitor]	-12%
Coupling enz	-5	2	-2	-4
CXXC DNA block	-5%	1%	6%	2%
